Assay outcomes (PubChem)
MEKK3 PB1 HTS – modulators of MEKK3-MEK5 PB1 binding, primary screen, biochemical, wildtype MEKK3, multiplex bead flow cytometry, Alexa488-MEK5; binding response (% of control), % at 10 µM; bead-based flow cytometry, Alexa488-MEK5 binding to MEKK3; actives lie on both sides; 0 = blocked by unlabeled MEK5, 100 = vehicle; actives 1.4% (n = 290,000); AID 1529, 2009;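 active = binding response more than 3 SD above or below the average of its plate-row segment, actives on both sides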;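 also: Alexa488 bead fluorescence after subtracting the streptavidin-only scavenger bead signal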
Target sequence (Q99759 whole entry, looked up): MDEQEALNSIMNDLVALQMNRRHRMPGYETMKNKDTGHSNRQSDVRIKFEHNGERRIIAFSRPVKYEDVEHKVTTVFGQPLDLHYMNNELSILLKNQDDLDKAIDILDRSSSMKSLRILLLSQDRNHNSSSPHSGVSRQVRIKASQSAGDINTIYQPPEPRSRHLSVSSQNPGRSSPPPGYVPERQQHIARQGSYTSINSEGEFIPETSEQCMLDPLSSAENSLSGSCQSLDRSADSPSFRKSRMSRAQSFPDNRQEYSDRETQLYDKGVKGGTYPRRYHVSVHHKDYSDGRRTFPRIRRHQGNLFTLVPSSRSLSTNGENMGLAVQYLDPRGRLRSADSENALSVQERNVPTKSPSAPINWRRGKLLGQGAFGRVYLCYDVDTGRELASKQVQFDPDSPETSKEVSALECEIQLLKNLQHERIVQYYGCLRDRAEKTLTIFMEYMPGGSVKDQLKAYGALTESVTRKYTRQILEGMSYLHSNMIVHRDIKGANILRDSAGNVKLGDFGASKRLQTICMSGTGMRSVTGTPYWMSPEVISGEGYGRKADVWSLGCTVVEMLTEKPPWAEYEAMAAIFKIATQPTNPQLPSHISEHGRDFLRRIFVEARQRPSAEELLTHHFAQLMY
DNA FID counter – compounds displacing fluorescent DNA intercalator, primary screen, artefact control for HCV NS3 helicase inhibitor project, biochemical, FID fluorescence; inhibition, % at 7.9 µM; DNA fluorescent intercalator displacement; actives 0.17% (n = 290,000); in the data active = inhibition above about 37%;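 also: 0% = vehicle and 100% = reference compound; higher means more ethidium bromide displaced from hairpin DNA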
UBC9 SUMO inh – inhibitors of in vitro SUMOylation cascade, primary screen, biochemical, HTRF, uHTS; HTRF SUMOylation assay, SAE1/SAE2 + UBC9; actives 0.36% (n = 290,000); AID 2006, 2009; inhibition, % at 35 µM; in the data active = inhibition above about 50%, passing the limit was not always enough; also: strong numbers were not always called active
MEKK2 WT-MEK5 – modulators of MEK5 binding to wildtype MEKK2, primary screen, biochemical, multiplex bead flow cytometry, Alexa488-MEK5; Alexa488-MEK5 binding to MEKK2 WT; actives lie on both sides; binding response (% of control), % at 10 µM; actives 1.1% (n = 290,000); AID 1531, 2009; in the data active = binding response below about 67% or above about 130%
MEKK2mut PB1 HTS – MEK5 binding signal on mutant MEKK2 PB1, primary screen, biochemical, multiplex bead flow cytometry, Alexa488-MEK5. Alexa488-MEK5 binding to MEKK2 mutant. percent response, % at 10 µM. actives 0.35% (n = 290,000). AID 1530, 2009; in the data active = percent response above about 24%, passing the limit was not always enough; also: inactives centre near 1; some results filed as inactive read as strong as hits
CRFBP-R2 agonist – agonists of CRF-BP/CRF-R2 complex, primary screen, cell-based, HEK293, calcium dye fluorescence, uHTS; AID 588473, 2011; CRF-binding protein / CRF receptor 2 complex (human); actives 0.46% (n = 350,000); calcium dye fluorescence (FLIPR); percent of saturating CRF peptide response; activation, % at 13.2 µM;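 active = activation of at least 50%, plus an integration ratio under a set limit after plate pattern correction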;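 also: plate controls were neutral control wells without compound for no effect and CRF at EC100 for full effect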
GalR3 antag – GalR3 antagonists in HEK293 cells, primary screen, cell-based, fluorescence readout. Galanin receptor type 3 (Homo sapiens), O60755. HEK293 GalR3-CNG cAMP membrane potential fluorescence; galR3 body fused to GalR1 C-terminus. inhibition, % at 3 µM. actives 0.44% (n = 360,000). AID 651719, 2012;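 active = inhibition above the screen-wide average plus 3 SD, cut at about 13% in these data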;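 also: forskolin and galanin both at EC90 stimulate the cells; cAMP rise reported by CNG channel membrane potential dye signal; 0% = forskolin plus galanin with DMSO and 100% = forskolin alone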
Target sequence (O60755 1-299 limits assumed): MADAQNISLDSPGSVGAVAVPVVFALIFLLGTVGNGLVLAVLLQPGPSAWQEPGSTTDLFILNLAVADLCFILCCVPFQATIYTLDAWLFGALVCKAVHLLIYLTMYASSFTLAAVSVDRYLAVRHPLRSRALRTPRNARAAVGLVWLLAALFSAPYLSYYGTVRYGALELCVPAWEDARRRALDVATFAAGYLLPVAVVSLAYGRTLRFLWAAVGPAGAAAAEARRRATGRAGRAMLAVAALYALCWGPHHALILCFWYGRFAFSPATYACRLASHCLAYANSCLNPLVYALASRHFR
NS3 helicase inh – inhibitors of HCV NS3 helicase, primary screen, biochemical, Cy5 molecular beacon fluorescence; AID 1800, 2009; NS3 helicase DNA unwinding; actives 0.56% (n = 290,000); inhibition, % at 10.9 µM; Hepatitis C virus NS3 helicase;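 active = inhibition above the mean of all tested compounds plus 3 SD, set per campaign, cut at about 35% in these data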;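 also: 0% = DMSO wells and 100% = thioflavine S control wells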
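assay system = NS3 helicase fragment of HCV | buffer or medium = MOPS pH 6.5, MgCl2, DTT, Tween20, BSA | timing = 60 min unwinding reaction at 25 °C after ATP addition | signal = Cy5 beacon fluorescence read at start and 1 h | read-out basis = % inhibition of unwinding | control set = low DMSO, high thioflavine S at 110 µM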
CRFBP-R2 block – antagonists of CRF-BP/CRF-R2 complex, primary screen, cell-based, HEK293, calcium dye fluorescence, uHTS | inhibition, % at 11.8 µM | AID 588475, 2011 | CRF-induced calcium fluorescence | actives 0.59% (n = 350,000);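 active = inhibition of the ligand-induced calcium signal above about 50% at the single tested concentration, limit read from the data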
Numbers without * were called inactive; x = no result given. This is a subset (hit frequency here may not be typical).

SMILES	MEKK3 PB1 HTS	DNA FID counter	UBC9 SUMO inh	MEKK2 WT-MEK5	MEKK2mut PB1 HTS	CRFBP-R2 agonist	GalR3 antag	NS3 helicase inh	CRFBP-R2 block
CCOc1ccccc1NC(=O)c1cc(S(=O)(=O)N2CCC3(CC2)OCCO3)ccc1F	97	9	20	99	-3	-0.3	-4	6	2
C[C@@H](C(=O)NCC1CC1)[C@H]1C[C@]1(C)[C@H](NC(=O)OCc1ccccc1)c1ccccc1	99	-41	0	98	2	-1.9	-5	-4	5
CCCCC1=CC2=CC(=O)C(C)(OC(=O)CC)C(=O)C2=CN1CCN1CCOCC1 (stereo unspecified)	100	x	28	99	6	5.3	x	x	1
O=C(Nc1ccncc1)c1ccc2c(c1)S(=O)(=O)c1ccccc1C2=O	103	6	14	98	-5	3.1	-4	14	-3
Cc1ccccc1C(=O)N1CCC(C(=O)Oc2ccc(C#N)cc2)CC1	96	-21	8	103	6	2.9	-3	-5	-2
O=C(CCNS(=O)(=O)c1cccc2nsnc12)N1CCN(c2ccccn2)CC1	109	-7	16	108	20	x	x	-2	x
Cc1cc(NS(=O)(=O)c2ccc(NC(=O)c3ccc(Br)o3)cc2)nc(C)n1	105	-11	6	95	-6	3.6	-7	5	21
COC(=O)C1(C(C[N+](=O)[O-])c2ccc(C)cc2)C(=O)NCC1c1ccco1 (stereo unspecified)	102	-19	16	101	-2	-1.5	-7	-8	5
COc1cc(/C=C/C(=O)Nc2nc3ccc(S(=O)(=O)NC(C)C)cc3s2)cc(OC)c1OC	104	0	-7	104	1	0.1	-5	3	7
CCCCCOC(=O)c1[nH]c2c(c1C)C(=O)C(C(=O)OC)C(C)C2 (stereo unspecified)	98	-21	-11	95	-2	-2.3	6	-8	-1
C=CCC(C(=O)NC(C)c1ccccc1)C(=O)NC(C)c1ccccc1 (stereo unspecified)	97	-23	-4	98	-3	-1.9	-11	5	-5
O=C(C(=O)N1CCN(c2ccc(F)cc2)CC1)N1CCCCC1	108	-5	10	107	4	0.9	18*	3	-20
COc1ccc(S(=O)(=O)Nc2ccc(N3CCOCC3)cc2)cc1Br	103	-6	5	104	4	1.9	-5	0	-14
CCn1cc(C(=O)NCCCN2CCC(C)CC2)c(=O)c2cc(S(=O)(=O)N3CCOCC3)ccc21	100	3	0	99	-3	1.5	1	-3	46
CCNC(=O)COc1cccc(C(=O)NCc2ccccc2)c1	101	-3	21	103	-1	-2.4	2	-2	2
Cc1ccc(NC(=S)Nc2ccccn2)c(C)c1	98	-11	-8	97	-2	1.4	1	2	-9
COc1cccc(/C=N/NC(=O)Cn2cnc3c2c(=O)n(C)c(=O)n3C)c1	100	-11	-3	97	-2	-0.7	-6	-1	7
Cc1c(C(=O)N(C)c2ccccc2)oc2c1C(O)CC(C)(C)C2 (stereo unspecified)	98	-42	0	102	5	-0.8	-7	0	-3
COCC(=O)Nc1nnc(Cc2ccc(OC)cc2)s1	104	0	18	108	5	-0.6	-7	-10	7
CCOCCCNC(=O)CCc1ccc(S(=O)(=O)Nc2ccc(C)cc2)cc1	104	-16	9	93	-7	0.0	-2	7	0
COC(=O)C(CCCN1C(=O)c2ccccc2C1=O)(NC(C)=O)c1nnn(C)n1 (stereo unspecified)	95	-4	9	100	0	-0.4	2	1	-3
CNC(=O)c1nc[nH]c1C(=O)NC	101	-1	-2	101	2	1.0	-6	-5	7
O=C(Nc1cccc(Cl)c1N1CCCC1)c1ccc([N+](=O)[O-])o1	106	2	-7	106	3	-0.2	-3	4	1
O=C(N/N=C/c1ccccc1[N+](=O)[O-])c1cnccn1	99	2	5	97	-3	-0.3	-2	-6	-4
CCc1ccc(-c2cc(C)no2)cc1S(=O)(=O)N1CCOc2ccc(C)cc21	99	-15	-17	96	-7	3.8	0	-19	11
Carrying on.
SMILES	MEKK3 PB1 HTS	DNA FID counter	UBC9 SUMO inh	MEKK2 WT-MEK5	MEKK2mut PB1 HTS	CRFBP-R2 agonist	GalR3 antag	NS3 helicase inh	CRFBP-R2 block
CC(C)NS(=O)(=O)c1ccc2c(c1)NCC2	104	-10	1	105	-1	0.5	-5	0	-14
N=c1c(C(=O)NCCN2CCOCC2)cc2c(=O)n3ccccc3nc2n1CCc1ccccc1	97	35	11	101	-2	1.3	0	-15	11
CC1CCCC(C)N1S(=O)(=O)c1ccc(NC(=O)CNC2CCCC2)cc1 (stereo unspecified)	100	23	-6	106	-2	9.8	-9	-1	-21
O=C(Nc1ccc(NC(=O)c2ccc(Cl)cc2Cl)cc1)c1ccc2c(c1)OCO2	99	0	4	99	-5	0.7	-7	-2	0
CC(C)CN(C#N)c1nc(N2CCOCC2)nc(N2CCOCC2)n1	109	-14	11	111	4	-1.2	-5	5	-1
CC(C)OC(=O)CSc1nnc(CNc2nc(-c3ccccc3)cs2)n1C	113	-33	10	100	7	0.9	0	2	-5
COc1ccccc1/C=C/C=N/N1CCN(Cc2ccc(Cl)cc2)CC1	101	-6	10	120	8	-2.0	-7	-19	18
CCc1nnc(NC=C2C(=O)OC(C)(C)OC2=O)s1	95	4	18	95	1	-1.2	-1	-8	14
Cc1ccc(S(=O)(=O)c2nnn3c2nc(N2CCOCC2)c2ccccc23)cc1C	98	-47	17	93	-5	0.6	-3	-8	55*
CCn1cc(C(=O)NCc2cccnc2)c2cc(OC)c(OC)cc2c1=O	102	-5	7	100	3	2.3	-3	1	-15
CCOC(=O)c1sc(=S)sc1SCc1cccc(C(F)(F)F)c1	105	-1	-8	109	2	1.3	-4	5	14
O=C(N/N=C/c1ccsc1)c1cc(-c2cccs2)nc2ccccc12	91	-1	-5	90	-1	-0.3	-5	9	-13
O=C(Cn1nnc2c(cnn2-c2ccccc2)c1=O)N1CCN(c2ccccc2F)CC1	107	1	1	107	5	1.0	-5	-4	-30
Cc1cc(C)n2nc(C(=O)Nc3nccs3)nc2n1	109	3	-6	114	8	1.0	-5	0	-14
O=S(=O)(c1ccccc1)c1cc(O)ccc1O	101	-3	11	96	-2	-0.4	-6	-1	-2
CC1=CC(c2ccccc2)n2ncnc2N1 (stereo unspecified)	103	x	x	106	2	1.5	-2	x	-5
CN(C)S(=O)(=O)c1ccc(C(=O)OCC(=O)c2ccc3c(c2)NC(=O)CO3)cc1	105	-2	25	103	7	-0.4	-5	-17	-5
CC(=O)c1cnc2nc(SCc3ccccc3)nn2c1C	95	-8	9	104	9	-1.9	-11	8	-1
C/C(CCC(C)C)=N\NC(=S)NCc1ccccc1	99	0	-3	94	-4	6.5	2	-7	-9
Cc1ccc(S(=O)(=O)N2CCC(=O)N(CCOC(=O)Nc3cccc(Cl)c3)CC2)cc1	100	-30	-37	102	3	-0.3	-5	-14	-2
COc1ccc(CNc2cccc(C)n2)c(O)c1	97	-5	13	108	7	0.9	-8	-6	0
Cn1c(SCC(=O)NCCN2C(=O)CSC2=O)nnc1-c1ccccc1	98	-4	1	98	-1	4.1	-3	-6	-1
CN(CCc1ccccn1)Cc1ccc(Cl)cc1	104	13	-5	106	5	-2.8	-8	0	22
Fc1ccccc1OCCCCN1CCCCC1	99	7	0	109	4	-1.7	-4	-10	7
CCC(=O)NC(=S)Nc1ccc(NC(=O)c2ccc([N+](=O)[O-])cc2Cl)cc1	99	-3	23	112	14	0.1	-3	1	-15
(further entries)
SMILES	MEKK3 PB1 HTS	DNA FID counter	UBC9 SUMO inh	MEKK2 WT-MEK5	MEKK2mut PB1 HTS	CRFBP-R2 agonist	GalR3 antag	NS3 helicase inh	CRFBP-R2 block
COP(=O)(OC)c1nc(-c2ccccc2)oc1NCc1ccccc1	93	-24	4	94	-2	-1.1	1	-8	-8
Nc1cc([N+](=O)[O-])ccc1Nc1ccc(O)cc1	102	4	0	105	6	-1.9	-10	-7	3
CCCn1cc(CN2CCCC(C(=O)c3cccc(OC(C)C)c3)C2)c(C)n1 (stereo unspecified)	100	12	6	98	-4	-0.4	-8	-4	-8
O=C(NC(=S)Nc1ccccc1Br)c1ccco1	99	-7	12	99	-1	1.1	-6	8	-6
Cc1ccc(NC(=O)COC(=O)Cn2cnc3c2c(=O)n(C)c(=O)n3C)cc1Cl	105	-1	-1	104	1	-1.5	4	0	-12
O=S(=O)(c1ccc(F)c(F)c1)N1CCC2(CC1)OCCO2	102	-6	2	109	8	-2.4	0	-4	11
Cc1cc(C)c2oc(C(=O)NCCc3ccc(S(N)(=O)=O)cc3)cc(=O)c2c1	89	-12	7	96	-20	-1.0	4	4	13
CCCC1C(c2ccc(OC)cc2)C(C#N)(C#N)C2(C#N)CC1(N)NC2=O (stereo unspecified)	106	1	30	102	1	-0.1	-4	-5	3
Cc1ccc(CNC(=O)CSc2nc3ccccc3[nH]2)cc1	104	0	7	104	9	-0.2	-5	1	2
CCN(CC(=O)Nc1c(F)cccc1F)C(=O)C1CCCN(C(=O)c2ccc(Cl)cc2)C1 (stereo unspecified)	102	-18	11	108	4	-0.1	2	-2	0
O=S(=O)(c1cccs1)N1CCN(c2ccccc2)CC1	101	-8	8	98	1	-0.1	-8	5	2
O=C(CN1CCN(Cc2ccccc2)CC1)Nc1ccc2c(c1)CCC2	76	-6	11	89	-3	0.5	2	2	-3
CCOC(=O)c1cc2c(=O)n3ccccc3nc2n(C(C)C)c1=NC(=O)c1c(-c2ccccc2Cl)noc1C	97	0	-1	79	-10	7.1	1	-3	1
Cn1c(SCc2ccccn2)nnc1-c1ccncc1	99	0	14	107	7	3.2	-6	-12	-15
O=C(Oc1ccc(N(Cc2cccs2)C2=NS(=O)(=O)c3ccccc32)cc1)c1ccccc1Cl	115	-1	19	103	5	4.8	-1	-3	2
C=CCN1C(=O)C(CC(=O)Nc2ccc(C)cc2)SC1=Nc1c(C)n(C)n(-c2ccccc2)c1=O (stereo unspecified)	99	-36	4	94	-3	1.2	-3	-5	-1
CC1C(=O)C(C)C(c2ccc(O)cc2)NC1c1ccc(O)cc1 (stereo unspecified)	103	0	-4	104	8	-0.9	-9	8	6
